LYPLA2 inh: LYPLA2 inhibitors, primary screen, counter-screen for PME1 inhibitor project, biochemical, fluorescence polarization, FP-Rh probe ABPP. recombinant LYPLA2. actives 0.38% (n = 320,000). Acyl-protein thioesterase 2 (Homo sapiens), O95372. inhibition, % at 5.9 µM. AID 2177, 2009;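 active = inhibition above the screen-wide mean plus 3 SD, limit set per campaign, cut at about 26% in these data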;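 note: 0% = LYPLA2 with DMSO and 100% = wells lacking LYPLA2 enzyme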
Target sequence (O95372 whole entry, looked up): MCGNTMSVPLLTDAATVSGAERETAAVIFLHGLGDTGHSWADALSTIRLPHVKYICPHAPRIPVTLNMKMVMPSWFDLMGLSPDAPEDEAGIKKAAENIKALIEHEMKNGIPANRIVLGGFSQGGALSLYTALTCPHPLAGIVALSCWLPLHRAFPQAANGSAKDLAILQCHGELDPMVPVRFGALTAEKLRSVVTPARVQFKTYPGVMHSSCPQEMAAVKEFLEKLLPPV
GSTO1 inh: inhibitors of recombinant GSTO1, primary screen, counter-screen for RBBP9 inhibitor project, biochemical, fluorescence polarization; Glutathione S-transferase omega-1 (Homo sapiens), P78417; activity-based probe fluorescence polarization; inhibition, % at 5.96 µM; actives 1.1% (n = 300,000); AID 1974, 2009;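 active = inhibition above the campaign mean inhibition plus 3 SD, cut at about 35% in these data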;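 note: 0% = GSTO1-1 with DMSO and 100% = wells lacking GSTO1-1 enzyme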
PME-1 primary: PME-1 inhibitors via competitive probe labeling, primary screen, biochemical, fluorescence polarization, FP-Rh probe, HTS; Protein phosphatase methylesterase 1 (Homo sapiens), Q9Y570; recombinant PME-1; inhibition, % at 5.9 µM; actives 0.53% (n = 320,000); AID 2130, 2009;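 active = inhibition above the campaign mean of all compounds plus 3 SD, cut at about 26% in these data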;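 note: competitive labeling of PME-1 active site by serine hydrolase directed probe; 0% = PME-1 with DMSO and 100% = wells lacking PME-1 enzyme; inhibitors block probe labeling so polarization falls and inhibition rises; many of its hits are not listed in these tables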
LYPLA1 inh: LYPLA1 inhibitors, primary screen, counter-screen for PME1 inhibitor project, biochemical, fluorescence polarization, FP-Rh probe ABPP | Acyl-protein thioesterase 1 (Homo sapiens), O75608 | recombinant LYPLA1 | inhibition, % at 5.9 µM | actives 0.16% (n = 320,000) | AID 2174, 2009;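 active = inhibition above the mean of all tested compounds plus 3 SD, set per campaign, cut at about 14% in these data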;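 note: inhibitors block serine hydrolase probe labeling of LYPLA1 so polarization falls; 0% = enzyme with DMSO and 100% = wells lacking LYPLA1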
PAFAH1B3 inh: PAFAH1B3 enzyme inhibitors, primary screen, biochemical, fluorescence polarization, human; Platelet-activating factor acetylhydrolase IB subunit alpha1 (Homo sapiens), Q15102; recombinant PAFAH1B3, FP-rhodamine probe; inhibition, % at 3.39 µM; actives 0.28% (n = 340,000); AID 492972, 2010;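 active = inhibition above the screen-wide average of all tested compounds plus 3 SD, cut at about 25% in these data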;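 note: 0% = enzyme with DMSO only and 100% = wells lacking PAFAH1B3 protein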
PAFAH2 FP inh: PAFAH2 enzyme inhibitors, primary screen, biochemical, fluorescence polarization, human; Platelet-activating factor acetylhydrolase 2, cytoplasmic (Homo sapiens), Q99487; recombinant PAFAH2, FP-rhodamine activity probe; inhibition, % at 3.39 µM; actives 0.99% (n = 340,000);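 active = inhibition above the mean over all tested compounds plus 3 SD, cut at about 30% in these data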;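 note: inhibitors block probe labeling of enzyme so polarization drops; 0% = enzyme with DMSO and 100% = wells lacking PAFAH2 protein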
PAD4 FP inh: human PAD4 inhibitors, primary screen, biochemical, fluorescence polarization, 1536-well format; inhibition, % at 6.36 µM; Protein-arginine deiminase type-4 (Homo sapiens), Q9UM07; recombinant PAD4, RCA probe fluorescence polarization; actives 0.41% (n = 330,000);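 active = percent inhibition above a cutoff equal to the mean of all tested compounds plus 3 SD, cut at about 15% in these data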;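 note: 0% = PAD4 with RCA probe and DMSO and 100% = probe without PAD4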
Target sequence (Q9UM07 whole entry, looked up): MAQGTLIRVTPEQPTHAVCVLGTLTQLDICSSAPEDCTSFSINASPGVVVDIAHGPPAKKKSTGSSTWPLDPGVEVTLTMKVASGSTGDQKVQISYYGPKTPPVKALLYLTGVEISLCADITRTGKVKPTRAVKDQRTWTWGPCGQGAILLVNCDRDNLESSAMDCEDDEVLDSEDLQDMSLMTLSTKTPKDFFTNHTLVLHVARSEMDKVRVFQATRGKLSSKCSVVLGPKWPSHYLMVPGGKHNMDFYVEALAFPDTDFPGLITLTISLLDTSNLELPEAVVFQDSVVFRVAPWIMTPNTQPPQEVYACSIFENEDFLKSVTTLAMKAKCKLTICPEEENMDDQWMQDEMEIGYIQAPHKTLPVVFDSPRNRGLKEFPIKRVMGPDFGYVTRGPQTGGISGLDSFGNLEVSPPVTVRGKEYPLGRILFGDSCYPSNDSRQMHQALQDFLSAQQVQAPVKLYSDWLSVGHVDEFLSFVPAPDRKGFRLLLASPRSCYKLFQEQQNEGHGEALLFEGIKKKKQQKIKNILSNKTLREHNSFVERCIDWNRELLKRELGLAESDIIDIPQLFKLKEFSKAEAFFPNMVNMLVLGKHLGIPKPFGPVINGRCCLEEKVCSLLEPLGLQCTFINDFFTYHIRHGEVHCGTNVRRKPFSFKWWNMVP
PAFAH1B2 FP inh: PAFAH1B2 enzyme inhibitors, primary screen, biochemical, fluorescence polarization, human. actives 1.2% (n = 340,000). inhibition, % at 3.39 µM. Platelet-activating factor acetylhydrolase IB subunit alpha2 (Homo sapiens), P68402. recombinant PAFAH1B2, FP-rhodamine activity probe;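 active = inhibition above the mean of all tested compounds plus 3 SD, cut at about 24% in these data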;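 note: 0% = enzyme with DMSO and 100% = wells lacking PAFAH1B2; many of its hits are not listed in these tables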
Target sequence (P68402 whole entry, looked up): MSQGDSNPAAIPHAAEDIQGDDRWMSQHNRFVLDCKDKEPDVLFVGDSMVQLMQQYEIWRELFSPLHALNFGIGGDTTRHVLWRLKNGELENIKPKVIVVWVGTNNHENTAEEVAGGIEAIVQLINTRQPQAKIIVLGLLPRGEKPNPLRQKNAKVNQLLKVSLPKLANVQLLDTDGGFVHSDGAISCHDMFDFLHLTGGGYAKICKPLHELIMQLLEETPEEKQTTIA
pPAFAH FP inh: pPAFAH enzyme inhibitors, primary screen, biochemical, fluorescence polarization, human | Platelet-activating factor acetylhydrolase (Homo sapiens), Q13093 | recombinant pPAFAH, FP-rhodamine probe fluorescence polarization | inhibition, % at 3.39 µM | actives 1.5% (n = 330,000) | AID 463082, 2010;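 active = inhibition above the mean inhibition across the screen plus 3 SD, cut at about 25% in these data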;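 note: inhibitors block binding of the rhodamine activity-based probe so polarization drops; 0% = enzyme with DMSO and 100% = wells lacking pPAFAH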
* = called active by the depositor; . = no result given.

[1] OCc1ccnc2c(O)cccc12
[2] CSc1cccc(NS(=O)(=O)c2cc(Br)cnc2N)c1
[3] CCOC(=O)c1[nH]c(C)c(/C(O)=C2\C(=O)C(=O)N(CCN(C)C)C2c2cccc(OC)c2OC)c1C (stereo not given)
[4] CCOC(=O)c1ccc(Nc2nnc3nc(C)cc(C)n23)cc1
[5] CN(C)/C=C1/NC(=S)NC1=O
[6] O=C(Nc1ccc(C(F)(F)F)cc1)c1ccccc1

assay / compound	1	2	3	4	5	6
LYPLA2 inh	2	2	1	4	-7	8
GSTO1 inh	7	-3	7	4	6	.
PME-1 primary	1	0	-4	-7	-10	-10
LYPLA1 inh	2	0	0	-2	-4	2
PAFAH1B3 inh	19	4	7	2	3	12
PAFAH2 FP inh	11	3	1	-1	-2	2
PAD4 FP inh	1	-1	4	-3	-1	0
PAFAH1B2 FP inh	7	2	1	4	1	-3
pPAFAH FP inh	10	-1	0	-7	-5	0

[7] O=C(Nc1c2c(nn1-c1ccccc1)CS(=O)(=O)C2)c1cccs1
[8] Cc1ccc2nc(-c3ccc(SCC(=O)Nc4ccc5c(c4)OCCO5)nc3)[nH]c2c1
[9] Nn1c(SCC(=O)Nc2ccccc2F)nc2ccccc2c1=O
[10] Cn1c(=O)c(C(=O)CSc2nncs2)c(N)n(Cc2ccccc2)c1=O
[11] COc1ccc(CNC(=O)N[C@@H](CC(C)C)C(=O)O)cc1OC
[12] O=c1nc2n(c3ncccc13)CCCCC2

assay / compound	7	8	9	10	11	12
LYPLA2 inh	0	-23	-6	2	0	8
GSTO1 inh	2	-3	-12	-4	5	3
PME-1 primary	0	-22	7	4	1	1
LYPLA1 inh	1	-19	4	0	-1	3
PAFAH1B3 inh	9	-4	3	-7	-3	7
PAFAH2 FP inh	-7	-3	4	-2	-4	3
PAD4 FP inh	-2	-12	10	-2	-5	2
PAFAH1B2 FP inh	5	-8	1	1	-3	-2
pPAFAH FP inh	-3	-1	-2	3	-2	4

Compounds from the list above with fluorine (2):
[6] O=C(Nc1ccc(C(F)(F)F)cc1)c1ccccc1
[9] Nn1c(SCC(=O)Nc2ccccc2F)nc2ccccc2c1=O

assay / compound	6	9
LYPLA2 inh	8	-6
GSTO1 inh	.	-12
PME-1 primary	-10	7
LYPLA1 inh	2	4
PAFAH1B3 inh	12	3
PAFAH2 FP inh	2	4
PAD4 FP inh	0	10
PAFAH1B2 FP inh	-3	1
pPAFAH FP inh	0	-2

The main list resumes with the 2 entries that preceded the break.
[11] COc1ccc(CNC(=O)N[C@@H](CC(C)C)C(=O)O)cc1OC
[12] O=c1nc2n(c3ncccc13)CCCCC2
[13] Cc1cc(NC(=O)C2C3C(=O)N(c4cccnc4)C(C(=O)NC(C)(C)C)C34C=CC2(C)O4)no1 (stereo not given)
[14] Cc1ccc(N(C(=O)Cn2nnc(-c3cccs3)n2)C(C(=O)NC2CCCC2)c2ccncc2)cc1 (stereo not given)
[15] COc1cccc(C(=O)NNC(=O)C(=O)Nc2ccc(OC)cc2OC)c1
[16] C[C@H](CO)N1C[C@H](C)[C@H](CN(C)Cc2ccccc2)Oc2ccc(NC(=O)Nc3ccc(F)cc3)cc2C1=O
[17] CCN(CC(=O)Nc1cccc(S(=O)(=O)N(C)c2ccccc2)c1)Cc1ccccc1
[18] Cc1ccc(-n2nc(C)c3c2OC(N)=C(C#N)C3c2ccccc2F)cc1 (stereo not given)

assay / compound	11	12	13	14	15	16	17	18
LYPLA2 inh	0	8	6	1	-7	.	-3	2
GSTO1 inh	5	3	4	-1	4	.	.	17
PME-1 primary	1	1	-3	0	2	.	1	2
LYPLA1 inh	-1	3	2	-5	1	.	-4	-3
PAFAH1B3 inh	-3	7	5	10	-2	11	4	2
PAFAH2 FP inh	-4	3	0	-3	0	-6	8	1
PAD4 FP inh	-5	2	3	1	1	-1	-10	6
PAFAH1B2 FP inh	-3	-2	2	-6	-1	-2	19	1
pPAFAH FP inh	-2	4	4	-1	0	3	-3	3

[19] CC(=O)OCCc1c2ccccc2c(CCCN(C)C)c2ccccc12
[20] Cc1ccc(-c2noc(CSc3nc(N)cc(N)n3)n2)cc1
[21] O=C(C1CCN(Cc2ccc(Cl)cc2)CC1)N1CCN(C(c2ccccc2)c2ccccc2)CC1
[22] Cc1ccc(NC(=O)NNc2cccc(Cl)n2)cc1
[23] C=CCn1c(COc2ccc(F)cc2)nnc1SCC(=O)Nc1cccc(S(N)(=O)=O)c1
[24] CCN(Cc1ccccc1)c1ccc(/C=C(\C#N)c2ccccn2)cc1

assay / compound	19	20	21	22	23	24
LYPLA2 inh	3	0	3	9	-6	3
GSTO1 inh	3	0	0	-4	1	-11
PME-1 primary	6	3	-2	-1	-2	5
LYPLA1 inh	0	1	-2	6	1	-3
PAFAH1B3 inh	9	1	5	-2	.	4
PAFAH2 FP inh	-4	4	-1	-10	.	-5
PAD4 FP inh	3	-2	-4	2	1	-3
PAFAH1B2 FP inh	-1	-1	-1	5	.	1
pPAFAH FP inh	0	2	8	1	-5	8

Complete entries as entered above:
O=c1nc2n(c3ncccc13)CCCCC2 in the list: LYPLA2 inh = 8; GSTO1 inh = 3; PME-1 primary = 1; LYPLA1 inh = 3; PAFAH1B3 inh = 7; PAFAH2 FP inh = 3; PAD4 FP inh = 2; PAFAH1B2 FP inh = -2; pPAFAH FP inh = 4
CCOC(=O)c1ccc(Nc2nnc3nc(C)cc(C)n23)cc1 in the list: LYPLA2 inh = 4; GSTO1 inh = 4; PME-1 primary = -7; LYPLA1 inh = -2; PAFAH1B3 inh = 2; PAFAH2 FP inh = -1; PAD4 FP inh = -3; PAFAH1B2 FP inh = 4; pPAFAH FP inh = -7

Going on with the list:
[25] C(=N\N1CCN(Cc2cccc3ccccc23)CC1)/c1cccs1
[26] CC(=O)Nc1ccc(NC(=O)C(=O)N/N=C/c2cccnc2)cc1
[27] Cc1cccc(N(Cc2ccccc2)C(=O)c2cc(S(=O)(=O)N3CCOCC3)ccc2Cl)c1
[28] CC(C)NC(=O)Cn1nc(C(F)(F)F)c2c1CCC2
[29] O=[N+]([O-])c1ccc(N2CCN(CCO)CC2)cc1NCc1ccco1
[30] CCCCn1c(=N)n(CC(=O)C(C)(C)C)c2ccccc21

assay / compound	25	26	27	28	29	30
LYPLA2 inh	6	-1	7	9	-3	4
GSTO1 inh	2	6	14	7	-4	3
PME-1 primary	5	-4	-1	1	2	2
LYPLA1 inh	2	1	2	0	-1	0
PAFAH1B3 inh	16	.	3	-2	2	8
PAFAH2 FP inh	2	.	-3	-2	0	0
PAD4 FP inh	-1	-4	1	1	-1	-2
PAFAH1B2 FP inh	5	.	3	6	2	1
pPAFAH FP inh	5	-3	-1	-1	2	7

[31] COc1ccc(-c2cc(=O)oc3cc(OC(C)C(=O)NCC4CCC(C(=O)O)CC4)ccc23)cc1 (stereo not given)
[32] CC(C)CCC(CC(C)O)c1n[nH]c(=S)n1-c1ccccc1 (stereo not given)
[33] c1cnc(N2CCN(Cc3ccc4c(c3)OCO4)CC2)cn1
[34] COc1ccc(/C=C/C(=O)OCC(=O)Nc2cc(C(F)(F)F)ccc2Cl)cc1
[35] COc1ccccc1S(=O)(=O)c1ccccc1[N+](=O)[O-]
[36] CCOc1ccc(OCc2ccc(C(=O)N3CCOCC3)cc2)cc1

assay / compound	31	32	33	34	35	36
LYPLA2 inh	8	3	-1	3	8	5
GSTO1 inh	2	0	5	2	-1	5
PME-1 primary	4	0	6	-2	0	-4
LYPLA1 inh	3	-1	1	-1	4	1
PAFAH1B3 inh	-1	2	1	4	4	3
PAFAH2 FP inh	-2	1	5	22	1	-5
PAD4 FP inh	0	1	0	0	-3	3
PAFAH1B2 FP inh	3	6	2	4	4	1
pPAFAH FP inh	2	2	-3	2	-1	2

[37] Cc1ccc(C)c(S(=O)(=O)N2CCCC2CNC(=O)C(=O)NCCN2CCOCC2)c1 (stereo not given)
[38] O=C(COc1ccccc1Cl)NC(=S)Nc1cccc(NC(=O)c2ccccc2Cl)c1
[39] OCCN(Cc1ccccc1)c1ncnc2sccc12
[40] CN1CN(C)C(c2ccncc2)=C1c1ccncc1
[41] O=C(NCc1ccncc1)C(=O)NCC1OCCN1S(=O)(=O)c1ccc(Br)cc1 (stereo not given)
[42] CC(C)N1C(=O)CCC1C(=O)NCc1ccco1 (stereo not given)

assay / compound	37	38	39	40	41	42
LYPLA2 inh	0	-62	-2	-2	-4	1
GSTO1 inh	-4	1	0	4	1	3
PME-1 primary	-3	-50	-1	-2	2	4
LYPLA1 inh	1	-36	1	0	-2	0
PAFAH1B3 inh	5	-41	3	-2	-9	2
PAFAH2 FP inh	0	-42	2	-3	-5	2
PAD4 FP inh	3	-5	2	5	-4	-1
PAFAH1B2 FP inh	5	-28	-1	2	1	3
pPAFAH FP inh	4	-22	2	-1	7	-1

[43] COc1cc(C(=O)NC(=S)Nc2ccc([N+](=O)[O-])cc2C)cc(OC)c1OC
[44] COc1ccc(S(=O)(=O)Cc2ccc(C(=O)NC3CCC(C)CC3)o2)cc1 (stereo not given)
[45] CC(C)(C)c1nc2sc3c(c2c(=O)o1)CCCC3
[46] S=C(NC1CCCCC1)NC1CC2CCC(C1)N2Cc1ccccc1 (stereo not given)
[47] C=C(C)CNC(=S)N1CCN(C(c2ccccc2)c2ccccc2)CC1
[48] CCCc1cc(C(=O)N2CCCC(C(=O)c3ccc(Cl)cc3)C2)n(C)n1 (stereo not given)
[49] COc1ccc(CNC(=S)NCc2ccc(OC)cc2)cc1
[50] c1cncc(-c2nnc(-c3cccnc3)nn2)c1

assay / compound	43	44	45	46	47	48	49	50
LYPLA2 inh	-1	16	-2	0	1	0	6	2
GSTO1 inh	-1	9	-2	4	11	-4	8	-2
PME-1 primary	5	0	-2	-1	2	0	-2	-5
LYPLA1 inh	1	-1	0	3	-3	-2	-2	-1
PAFAH1B3 inh	3	5	-5	3	4	15	8	4
PAFAH2 FP inh	1	8	6	1	1	-2	1	8
PAD4 FP inh	0	4	1	-6	1	-1	-1	-1
PAFAH1B2 FP inh	0	5	-5	3	4	-3	2	9
pPAFAH FP inh	-1	1	1	1	2	3	5	4

Quoted at random: three records from the list
[45] CC(C)(C)c1nc2sc3c(c2c(=O)o1)CCCC3
[48] CCCc1cc(C(=O)N2CCCC(C(=O)c3ccc(Cl)cc3)C2)n(C)n1 (stereo not given)
[50] c1cncc(-c2nnc(-c3cccnc3)nn2)c1

assay / compound	45	48	50
LYPLA2 inh	-2	0	2
GSTO1 inh	-2	-4	-2
PME-1 primary	-2	0	-5
LYPLA1 inh	0	-2	-1
PAFAH1B3 inh	-5	15	4
PAFAH2 FP inh	6	-2	8
PAD4 FP inh	1	-1	-1
PAFAH1B2 FP inh	-5	-3	9
pPAFAH FP inh	1	3	4

A portion of the library, so the mix of outcomes need not match the whole.
